Rac1 wt modul = alters GTP binding to wildtype human Rac1; GST-Rac1 beads, fluorescent GTP binding, flow cytometry; actives lie on both sides; 0 = cold GTP competed, 100 = untreated; GTP binding activity (% of control), % at 10 µM; 190,000 compounds, 0.27% hits; AID 757;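 active = GTP binding activity at least 20 points away from the 100% control level, either lower or higher; inconclusive = compound flagged as likely green fluorescent, judged across all proteins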
Cdc42 wt = changes GTP binding to wildtype human Cdc42; percent activity (GTP binding), % at 10 µM; AID 761; P60953; GST-Cdc42 beads, Bodipy-GTP binding, flow cytometry; actives lie on both sides; 190,000 compounds, 0.2% hits;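 active = percent activity GTP binding at least 20 points away from the 100% baseline, either down as inhibitor or up as activator; inconclusive = compound flagged as likely green fluorescent from well-wide comparison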;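 note: median bead fluorescence of bound Bodipy-FL-GTP at 100 nM; 0% = excess unlabeled GTP control and 100% = no compound control; below 100% means less GTP binding so inhibitor and above means activator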
Rab7 wt GTP bind = modulators of GTP binding to dog Rab7 wildtype GTPase; 190,000 compounds, 0.055% hits; GST-Rab7 beads, fluorescent GTP binding, flow cytometry; actives lie on both sides; untreated = 100%, excess cold GTP = 0%; GTP binding activity (percent of control), % at 10 µM;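 active = fluorescent GTP binding to Rab7 beads changed by at least 20 points from the 100% baseline, either direction, mostly lower; inconclusive = compound itself probably fluorescent, or too few beads counted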;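 note: median green fluorescence of bound Bodipy-FL-GTP per Rab7 bead population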
Bcl-2 Bim block = inhibitors of Bim-Bcl-2 interaction, human | P10415 | Bead-based flow cytometry, Bim peptide-Bcl-2 binding | AID 950 | 190,000 compounds, 0.06% hits | inhibition, % at 10 µM; in the data active = inhibition above about 40%; inconclusive = no clear call, values can overlap the other calls;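 note: 0% = no compound wells with probe peptide and 100% = reference peptide inhibitor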
Target sequence (P10415 whole entry, looked up): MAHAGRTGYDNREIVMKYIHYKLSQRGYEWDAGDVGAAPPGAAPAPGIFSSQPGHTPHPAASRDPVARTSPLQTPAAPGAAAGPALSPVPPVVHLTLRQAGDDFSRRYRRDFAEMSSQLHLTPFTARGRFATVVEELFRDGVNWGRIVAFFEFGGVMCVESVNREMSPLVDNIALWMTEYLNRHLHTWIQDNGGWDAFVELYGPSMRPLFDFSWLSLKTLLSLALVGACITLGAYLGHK
Bfl-1 Bim block = inhibitors of Bim-Bfl-1 interaction, human; Q16548; Bead-based flow cytometry, Bim-Bfl-1 binding inhibition; inhibition, % at 10 µM; 190,000 compounds, 0.12% hits; AID 1008;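 note: 0% = wells without compound plus tracer and 100% = blocker peptide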
Bcl-XL Bim block = human Bim-Bcl-XL interaction inhibition | 190,000 compounds, 0.04% hits | AID 1007 | Bim peptide-Bcl-XL binding, bead flow cytometry, fluorescence | inhibition, % at 10 µM
Target sequence (Q07817 whole entry, looked up): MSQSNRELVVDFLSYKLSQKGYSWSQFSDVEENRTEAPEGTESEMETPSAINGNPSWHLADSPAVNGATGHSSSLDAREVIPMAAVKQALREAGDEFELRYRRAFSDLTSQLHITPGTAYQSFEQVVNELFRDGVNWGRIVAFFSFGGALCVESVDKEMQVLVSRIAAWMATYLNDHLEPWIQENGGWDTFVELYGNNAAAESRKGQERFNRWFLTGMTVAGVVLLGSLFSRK
HRas wt GTP bind = human HRas wildtype GTP binding, change in either direction; P01112; GST-Ras wt beads, Bodipy-FL-GTP binding, flow cytometry; actives lie on both sides; GTP binding activity, % at 10 µM; 190,000 compounds, 0.14% hits; AID 759;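 active = GTP binding activity at least 20% away from the 100% baseline, either lowered as inhibitor or raised as activator; inconclusive = flagged as likely green fluorescent, judged across all proteins in the well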;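 note: 0% = unlabeled GTP competition control and 100% = no-compound control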
Target sequence (P01112 whole entry, looked up): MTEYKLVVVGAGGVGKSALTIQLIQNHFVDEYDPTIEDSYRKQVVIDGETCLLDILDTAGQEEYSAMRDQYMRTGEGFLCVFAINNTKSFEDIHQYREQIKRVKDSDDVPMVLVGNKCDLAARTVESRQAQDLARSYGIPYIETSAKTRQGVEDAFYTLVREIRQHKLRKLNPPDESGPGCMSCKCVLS
Bim-Bcl-W = inhibitors of Bim-Bcl-W interaction, human. Q92843. bead-based flow cytometry, Bim peptide-Bcl-W binding. inhibition, % at 10 µM. 190,000 compounds, 0.02% hits;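 note: 0% = bound tracer without compound and 100% = peptide blocker; higher means less fluorescent Bim peptide bound to Bcl-W beads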
Target sequence (Q92843 whole entry, looked up): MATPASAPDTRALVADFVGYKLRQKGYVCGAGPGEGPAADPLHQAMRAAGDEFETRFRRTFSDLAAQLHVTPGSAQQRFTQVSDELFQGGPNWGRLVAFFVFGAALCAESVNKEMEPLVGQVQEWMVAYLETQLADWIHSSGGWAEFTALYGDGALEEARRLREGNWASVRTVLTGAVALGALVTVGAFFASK
Rab2A wt mod = changes GTP binding to wildtype dog Rab2A, up or down; GTP binding activity, % at 10 µM; GST-Rab2 wt beads, Bodipy-GTP binding, flow cytometry; 190,000 compounds, 0.19% hits;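 active = GTP binding activity at least 20 points away from 100%, either lowered or raised; inconclusive = signal likely due to the compound's own green fluorescence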;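 note: 0% = beads with excess unlabeled GTP and 100% = no-compound control corrected for plate trend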
Bim-Bcl-B = inhibitors of Bim-Bcl-B interaction, human; bead-based flow cytometry, Bim peptide-Bcl-B binding; Q9HD36; inhibition, % at 10 µM; 190,000 compounds, 0.073% hits;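 note: 0% = tracer peptide without compound and 100% = reference inhibitor peptide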
Target sequence (Q9HD36 whole entry, looked up): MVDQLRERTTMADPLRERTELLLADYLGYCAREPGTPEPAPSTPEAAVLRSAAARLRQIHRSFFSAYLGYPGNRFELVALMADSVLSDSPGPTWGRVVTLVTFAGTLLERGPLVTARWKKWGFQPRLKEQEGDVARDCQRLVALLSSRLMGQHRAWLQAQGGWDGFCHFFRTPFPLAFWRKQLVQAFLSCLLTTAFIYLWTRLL
Rac1 act GTP bind = alters GTP binding to activated mutant human Rac1. P63000. GST-Rac1 activated beads, fluorescent GTP binding, flow cytometry; actives lie on both sides; 100% means binding = to untreated wells. percent activity (GTP binding), % at 10 µM. 190,000 compounds, 0.11% hits. AID 764;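 active = GTP binding at least 20 percentage points away from the 100% baseline, in either direction, so actives lie on both sides; inconclusive = Compound likely fluorescent itself, or too few beads counted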
* marks the source's active call; other numbers are inactive results; ? = inconclusive; / = no result given. Cut-off read from the data, not from the text of the source, unless noted: active = inhibition above about 40%. Hits appear at their usual frequency; 0.62% or so of the library scored in one or more.

Rab7 wt GTP bind	Bfl-1 Bim block	Bcl-2 Bim block	Rab2A wt mod	Rac1 wt modul	Bim-Bcl-W	Bim-Bcl-B	Rac1 act GTP bind	Bcl-XL Bim block	HRas wt GTP bind	Cdc42 wt	compound
?	0	0	?	?	1	0	?	0	?	?	COc1cccc2cc(-c3ccnc(=S)[nH]3)oc12
99	-4	-4	99	103	0	-1	101	-1	102	99	Cc1ccc(NC(=O)N(Cc2ccco2)C(C)c2ccco2)cc1C (stereo not given)
?	0	3	?	?	-7	0	?	-6	?	?	CCOC(=O)c1c(C)[nH]c(=S)c(C#N)c1-c1ccc(Cl)cc1
105	-5	-3	101	101	0	-2	98	-3	104	101	CCN1CCN(C(=O)c2ccc(N3CC4CC(C3)c3cccc(=O)n3C4)c([N+](=O)[O-])c2)CC1 (stereo not given)
95	-6	-6	96	97	-3	-5	95	-4	95	95	O=C(O)COc1ccc2c(c1)CCCC2
105	-5	-4	99	100	-1	-9	97	-3	98	94	COc1cc(CC(NC(C)=O)C(=O)NC2CCN(c3c4c(nc5ncnn35)CCC4)CC2)cc(OC)c1 (stereo not given)
105	-4	-5	99	98	0	-9	95	-2	96	96	O=C(CNS(=O)(=O)c1ccccc1)Nc1cccc([N+](=O)[O-])c1
96	1	1	98	100	-1	-2	101	-2	101	101	CCOC(=O)c1cnn(CCOC(=O)C2CC2)c1NC(=O)C1CC1
100	-2	0	101	104	-1	-1	100	-5	101	103	O=C(N/N=C/c1ccncc1)c1cc([N+](=O)[O-])cc([N+](=O)[O-])c1
97	31	4	90	89	0	-2	89	0	93	92	N#Cc1cc([N+](=O)[O-])c(-n2nnc3ccccc32)c([N+](=O)[O-])c1
101	-9	-8	100	101	0	-7	98	-4	99	101	O=C(Nc1nc2ccccc2n1CCN1CCCC1)C1CCCCC1
89	-6	0	95	96	2	-1	99	0	93	97	COc1cc2nc(CN(C)Cc3ccc(C(C)(C)C)cc3)[nH]c(=O)c2cc1OC
106	-13	-3	98	102	-2	-4	98	-2	102	97	Cc1cccc(/C=C/c2nc3ccccc3c(=O)[nH]2)c1
97	-1	-1	96	94	-1	-2	94	-1	97	96	CC1CCN(S(=O)(=O)c2cccc(C(=O)N(C)C3CCS(=O)(=O)C3)c2)CC1 (stereo not given)
107	-6	0	101	106	0	-3	95	0	100	95	COC(=O)C[N+](C)(C)C/C=C\c1ccccc1
100	-15	-9	99	102	-3	-5	98	1	99	103	O=C(Nc1cccc(O)c1)c1noc2c1CCCCC2
100	3	-1	99	100	2	-1	99	-1	97	99	Cc1ccc(NC(=O)COC(=O)c2ccc3c(c2)NC(=O)C2CCCN32)cc1C (stereo not given)
99	-1	0	96	99	-1	-3	98	-2	97	95	O=C(COC(=O)[C@@H]1CCCN1S(=O)(=O)c1ccccc1F)c1ccccc1
96	0	-41	99	98	3	3	96	1	99	97	O=Cc1cn(CC(=O)N2CCOCC2)c2ccccc12
103	-4	-6	98	103	-3	-7	102	-6	99	102	O=C(COc1ccc([N+](=O)[O-])cc1)N(Cc1ccccc1)Cc1ccccc1
95	-1	3	96	97	3	1	95	0	95	91	COC(=O)c1cc(NC2c3ncccc3C(=O)N2Cc2ccccc2)cc(C(=O)OC)c1 (stereo not given)
99	1	-2	96	96	2	-1	94	-2	96	95	CCOc1ccc(NC(=O)N2CCC(C(=O)c3ccc(F)cc3)CC2)cc1
98	-2	0	97	100	2	-1	97	0	99	101	O=C(/C=C/c1cccc([N+](=O)[O-])c1)NCCSc1ccccc1
100	/	?	103	101	/	/	100	/	103	103	COc1ccc(C2C(C#N)=C(N)Oc3cc(C)n(Cc4ccncc4)c(=O)c32)cc1 (stereo not given)
88	-1	-1	94	97	0	0	97	-1	95	95	C=CC[N+](C)(C)CCN1C(=O)C2C(c3ccccc3)C=CC(c3ccccc3)C2C1=O (stereo not given)
100	-1	-3	97	101	-2	0	97	-3	99	96	OCCC1CN(Cc2c(O)ccc3ccccc23)CCN1CCc1ccccc1 (stereo not given)
99	0	4	98	100	0	4	99	1	99	100	N=c1sccn1CC(=O)NCCc1ccc(Cl)cc1
98	-7	-2	97	98	1	-3	96	-5	97	96	CCCCn1c(CCC(=O)O)nc2c1c(=O)[nH]c(=O)n2CCC
96	2	0	97	99	0	-12	95	-4	98	97	Cc1[nH]c2ccc(C(=O)OCCN(C)C)cc2c1C
96	-14	-12	96	95	0	-12	95	6	97	98	O=C(COC(=O)c1cc(S(=O)(=O)N2CCCCC2)ccc1N1CCOCC1)NC1CCCCC1
101	-20	-14	95	102	-6	-10	96	-10	97	101	CCOC(=O)c1[nH]nc(N)c1NC(=O)c1ccc(Cl)cc1Cl
96	0	0	98	97	3	0	97	0	97	98	Cc1[nH]c2ccc(C(=O)NCC(C)(C)N3CCOCC3)cc2c1C
?	-6	-9	?	?	-1	-7	?	-6	?	?	COc1ccc(CCC(C)NCC2CCCCC2)cc1 (stereo not given)
102	-5	-1	97	97	-1	-3	93	-1	95	96	CCc1ccc(NC(=O)C(=O)N/N=C(\C)CC(=O)Nc2ccc(OC)cc2)cc1
102	-12	-11	100	100	0	-7	98	-10	100	99	COc1ccc(-n2c(=S)[nH]c3cc(C(=O)NCCCN4CCCC4=O)ccc3c2=O)cc1OC
97	-2	-5	95	101	0	-3	91	-1	96	93	CCS(=O)(=O)C1=NSC2=NC(=O)/C(=C\c3cc(C)n(-c4cccc(OC)c4)c3C)C(=N)N21
99	-6	-8	101	102	-1	-8	99	-6	98	102	CCCC1CCC(=NNC(=O)OC(C)(C)C)CC1 (stereo not given)
96	0	0	98	99	-7	4	100	-10	99	99	CCCCC(O)(CCN1CCOCC1)c1ccc(Cl)cc1 (stereo not given)
104	-5	-1	97	98	0	-1	96	-1	99	97	COc1ccccc1C(=O)NNC(=O)c1sccc1-n1cccc1
98	-1	0	103	105	0	0	99	-5	101	102	CCC1Oc2ccccc2N(CC(=O)NCCCN2CCCCC2CC)C1=O (stereo not given)
101	-5	-3	98	99	-2	-2	96	-3	99	99	Cc1ccccc1-c1nnc(-c2ccccc2)o1
99	-10	-7	101	110	1	-3	101	-3	101	103	CC(=O)N(C(C)=O)c1ncc2c([nH]c3ccccc32)c1C#N
97	0	-1	97	102	-2	-1	102	-1	101	103	O=C(COC(=O)c1ccc2ncsc2c1)Nc1ncc(Cl)cc1Cl
98	-4	0	98	98	-1	-3	95	-3	98	96	COc1ccc(C2CC(c3cccs3)Nc3nnnn32)cc1 (stereo not given)
104	-3	-5	97	94	0	-7	93	0	97	96	COc1ccc(-c2nc(/C=C3\C(C)=Nc4ccccc43)c(O)o2)cc1
105	-1	3	101	103	0	-1	101	-1	104	104	CSc1nc2c(c(=O)n1-c1ccc(F)cc1)SCC2
99	-3	-2	94	88	-1	-1	93	-3	93	93	COc1ccc(-c2nnn(CC(=O)N(CCCN3CCOCC3)C(C(=O)NC3CCCC3)c3ccc(C)o3)n2)cc1 (stereo not given)
105	-9	-6	103	102	1	-8	101	-12	103	102	O=C(NCCc1ccccc1)C(c1cccs1)N(C(=O)c1csnn1)C1CC1 (stereo not given)
99	11	1	103	101	2	-2	100	2	102	104	COCCn1c(C)cc(C2=NNC(=Nc3ccc(Cl)cc3Cl)SC2)c1C
99	1	-4	104	99	0	-5	99	1	103	102	CCC1(O)c2ccccc2-c2ncccc21 (stereo not given)

(more compounds)
Rab7 wt GTP bind	Bfl-1 Bim block	Bcl-2 Bim block	Rab2A wt mod	Rac1 wt modul	Bim-Bcl-W	Bim-Bcl-B	Rac1 act GTP bind	Bcl-XL Bim block	HRas wt GTP bind	Cdc42 wt	compound
100	-11	-3	101	104	-2	-7	101	-3	102	103	Cc1cc([N+](=O)[O-])nn1CC(=O)Nc1nccs1
97	-7	-11	99	99	0	-8	96	-12	100	101	CCOC(=O)c1c(N)sc(C(=O)N2CCCCCC2)c1C
101	-11	-5	95	95	-1	-6	92	-4	97	93	CCOC(=O)C1=C(N)OC2=C(C(=O)CC(C)(C)C2)C1c1ccc(C)s1 (stereo not given)
94	-6	-4	100	99	-6	-3	98	-8	97	102	O=C(COc1ccccc1[N+](=O)[O-])OC1CCS(=O)(=O)C1 (stereo not given)
104	-6	-5	97	97	0	-2	95	-3	97	95	O=C(O)CC1NC(=O)N(C2CCCCC2)C1=O (stereo not given)
95	-9	-3	92	98	-5	-8	91	-4	95	90	O=C(O)CC(NC(=O)c1ccc2c(c1)OCO2)c1cccc([N+](=O)[O-])c1 (stereo not given)
96	30	0	97	101	5	-44	97	-4	96	97	O=[N+]([O-])c1cc(-c2ccc(C(=S)N3CCOCC3)o2)ccc1Cl
108	-1	-1	104	106	0	-5	94	-2	99	97	COc1ccc(COc2ccc(C3C(S(=O)(=O)c4ccccc4)CON3C)cc2OC)cc1 (stereo not given)
95	-11	-10	100	105	0	-6	100	-4	100	103	OCCOCCOCCn1c2ccccc2c2ccccc21
95	-1	-3	95	94	0	-5	95	-5	95	92	Cn1c(=O)[nH]c(=O)c2c1nc(N1CCc3ccccc3C1)n2CCSc1nc2ccccc2s1
91	-5	-1	93	93	-2	-5	93	-6	92	87	O=C(NCc1ccccn1)C(C(=O)c1cccc([N+](=O)[O-])c1)n1cc(Cl)ccc1=O (stereo not given)
102	0	2	101	102	0	-1	98	0	101	103	COC(=O)c1[nH]c2ccc(C)cc2c1NC(=O)CN1CCN(Cc2ccccc2)CC1
103	-7	-1	102	106	-4	-7	101	-2	100	102	CN(C1CCS(=O)(=O)C1)S(=O)C12CC3CC(CC(C3)C1)C2 (stereo not given)
95	-5	-3	104	103	-6	-4	96	-9	101	102	COc1ccccc1CNC(=S)Nc1cc(C)ccc1C
97	-7	-6	96	98	-3	-7	98	-7	96	96	Cc1ccc(-n2nc(CC#N)c(C#N)c2N)cc1Cl
101	-1	-2	100	105	-4	-6	104	-4	100	102	Cc1ccccc1C(=O)NN1CCOCC1
98	-15	-7	96	96	2	1	98	13	97	98	COc1ccc(Nc2cc(C(=O)NCc3ccco3)c3ccccc3n2)c(OC)c1
101	-4	-2	99	100	-1	-3	97	-2	102	98	CCOC(=O)C1(Cc2cccc(F)c2)CCN(Cc2cnc(C)s2)CC1
101	-13	-3	100	101	-1	-6	100	-1	100	101	Cc1cc(C)nc(SCc2cc(=O)c(OC(=O)c3ccc(Br)o3)co2)n1
90	-1	-6	94	102	2	-3	93	2	93	95	O=C(CN1CCCCC1)N1CCN(S(=O)(=O)c2ccccc2)C1

Whole records, quoted from the list. Values in the order: Rab7 wt GTP bind	Bfl-1 Bim block	Bcl-2 Bim block	Rab2A wt mod	Rac1 wt modul	Bim-Bcl-W	Bim-Bcl-B	Rac1 act GTP bind	Bcl-XL Bim block	HRas wt GTP bind	Cdc42 wt
COC(=O)c1[nH]c2ccc(C)cc2c1NC(=O)CN1CCN(Cc2ccccc2)CC1 is entered as 102	0	2	101	102	0	-1	98	0	101	103
Cc1cc(C)nc(SCc2cc(=O)c(OC(=O)c3ccc(Br)o3)co2)n1 is entered as 101	-13	-3	100	101	-1	-6	100	-1	100	101

Compound activity from PubChem.
